TDP1 block: blocks human tyrosyl-DNA phosphodiesterase 1; recombinant TDP1, AlphaScreen DNA substrate cleavage; Potency, µM (top dose mostly 130 µM), for inactives: at the top dose activity change, negative = inhibition, hits mostly inhibitors; hit rate 0.28% among 350,000; AID 485290; note: nearly all actives have a fitted effect of over 40% in size
Target sequence (Q9NUW8 whole entry, looked up): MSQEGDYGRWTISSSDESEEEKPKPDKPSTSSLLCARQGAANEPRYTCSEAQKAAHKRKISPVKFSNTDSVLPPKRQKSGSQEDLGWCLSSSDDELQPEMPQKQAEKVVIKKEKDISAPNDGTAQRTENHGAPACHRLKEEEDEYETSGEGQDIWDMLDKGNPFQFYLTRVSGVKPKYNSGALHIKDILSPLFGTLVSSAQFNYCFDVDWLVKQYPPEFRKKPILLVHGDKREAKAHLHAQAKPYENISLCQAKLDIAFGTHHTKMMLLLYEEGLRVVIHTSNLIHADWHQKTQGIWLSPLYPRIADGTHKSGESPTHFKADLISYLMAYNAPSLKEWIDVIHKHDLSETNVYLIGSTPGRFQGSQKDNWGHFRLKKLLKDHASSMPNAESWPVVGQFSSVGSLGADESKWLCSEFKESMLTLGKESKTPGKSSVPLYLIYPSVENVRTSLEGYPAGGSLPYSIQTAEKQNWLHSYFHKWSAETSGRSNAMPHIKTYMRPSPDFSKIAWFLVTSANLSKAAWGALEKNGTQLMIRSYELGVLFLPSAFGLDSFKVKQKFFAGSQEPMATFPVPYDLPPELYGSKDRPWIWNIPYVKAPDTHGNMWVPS
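Tdp1 1 nM final; 15 min RT w/ cpd; substrate 15 nM, 5 min; beads 10 ug/ml, 10 min; AlphaScreen read. Neg ctrl: no enzyme.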
TDP1 cell noCPT: qHTS for Inhibitors of human tyrosyl-DNA phosphodiesterase 1 (TDP1): qHTS in cells in absence of CPT; AID 686978, 2013; Potency, µM (top dose mostly 46.2 µM), without a hit: at the highest dose activity change, negative = growth inhibition, hits mostly inhibitors; DT40 Tdp1-/- hTDP1 cells, no CPT, ATP luminescence, 48 h; hit rate 15% among 420,000; note: nearly all actives have a fitted effect of over 55% in size
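Stably hTDP1-transfected Tdp1-null chicken DT40 cells were treated with library compounds minus camptothecin and grown for at least 48 hr at 37 °C, after which cellular ATP was quantified by luminescence.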
DT40 TDP1 CPT: DT40-hTDP1 cell growth loss with CPT; chicken DT40 Tdp1-/-;hTDP1 cells + 20 nM CPT, ATP luminescence, 48 h; Potency, µM (doses to about 46.2 µM), for the others: at the top dose activity change, negative = growth inhibition, actives largely listed as inhibitors; hit rate 12% among 420,000; note: nearly all actives have a fitted effect of over 55% in size
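Cell growth measured by CellTiter-Glo luminescence after a minimum 48 h, 37 C compound exposure with 20 nM CPT in Tdp1-knockout DT40 cells stably expressing hTDP1, seeded 400/well; qHTS titration format.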
Numbers without * were called inactive; ? = inconclusive; . = not tested or not shown; & = joins results of further samples; [ ] = remark or other dose. Calls come from the whole dose curve; as a rule, active = well fitted curve in the direction sought with a large enough effect; inconclusive = small, poorly fitted or top-dose-only effect, or another doubt; inactive = no such curve, though single readings can be large; an effect the other way counts as inactive or inconclusive. % is set by controls: 0 for no effect and ±100 for the full control effect; potency is the fitted concentration of half-maximal effect.

SMILES | TDP1 block | TDP1 cell noCPT | DT40 TDP1 CPT
Cc1cc(C(=O)OC(C)C(=O)N2CCc3ccccc32)ccc1[N+](=O)[O-] (stereo not given) | -0.8%[0.505 µM] | ? | ?
CC(CCN1C(Nc2ccccc2)=NC[C@@H]1Cc1ccccc1)c1ccccc1 (stereo not given in full) | . | 18.4µM* | ?
Cc1ccc(NC(=O)CCSc2nnc3ccccn23)cc1 | 0.0% | ? | 8.3%
Cc1cccc(-c2nnc(SCC#N)n2-c2cccc(Cl)c2)c1 | 1.1% | ? | ?
O=C(Nc1ccccc1Cl)c1cc(S(=O)(=O)N2CCCCC2)ccc1N1CCOCC1 | -1.5% | 23.1µM* | ?
COc1ccc(-c2cc(C)no2)cc1S(=O)(=O)NCc1ccco1 | -7.9% | ? | ?
CCOC(=O)N1CCC(NCCNC(=O)c2ccc(F)cc2)CC1 | -0.6% | -24.8% | -16.4%
COc1ccc(CCNC2CC(=O)N(CCc3ccc(OC)c(OC)c3)C2=O)cc1OC (stereo not given) | 4.8% | 0.4% | -5.2%
Cc1oc2ncnc(N3CCCCC3)c2c1C(=O)N1CCN(c2cccc(Cl)c2)CC1 | 3.2% | 16.4µM* | 16.4µM*
CC(Oc1ccc2c3c(c(=O)oc2c1)CCCC3)C(=O)NCC(O)c1ccccc1 (stereo not given) | 0.6% | ? | -25.1%
Cc1[nH]c2ccccc2c1C(=O)COC(=O)c1ccccc1O | -3.4% | -26.8% | -2.1%
N#Cc1c(N)n(CCNC(=O)c2ccc(Cl)cc2)c2nc3ccccc3nc12 | 5.9% | ? | -1.0%
CCc1nc(C(N)=O)c2[nH]c(=O)n(-c3ccc(OC)cc3OC)c2n1 | -0.4% | -14.0% | -25.1%
Cc1cc(C)nc(N/N=C/C2=C(N3CCOCC3)C(=C\c3ccc(Cl)cc3)/CC2)n1 | 6.7% | 16.4µM* | 23.1µM*
COc1cc2ncc(S(=O)(=O)c3ccccc3)c(N3CCC4(CC3)OCCO4)c2cc1OC | 2.5% | ? | ?
Cc1c(C(=O)OC(C)CCN(C)C)oc2ccccc12 (stereo not given) | -2.0% | -0.6% | 20.2%
COC(=O)C1=C(\O)CCCC/C=C\1C(=O)O | . | -0.2% | 1.2%
COc1cccc2c1CCC(NC(C)=O)C2=O (stereo not given) | -2.6% | -4.1% | -24.0%
CC1=C(C(=O)OC(C)C)C2(O)C(=O)c3ccccc3C2(O)N1 (stereo not given) | 2.5% | -24.2% | -29.9%
O=S(=O)(NCc1ccccc1Cl)c1ccc(N2CCCCS2(=O)=O)cc1 | 3.8% | 20.6µM* | 16.4µM*
O=C(CCN1C(=O)c2ccncc2C1=O)NCc1ccc(Cl)cc1 | -6.7% | -14.0% | 7.5%
O=C(COc1ccc2c3c(c(=O)oc2c1)CCC3)N1CCCC1 | -6.3%[0.0935 µM] | 8.5% | 10.0%
COc1ccccc1N(C(=O)CNS(=O)(=O)c1ccccc1)C(C(=O)NCc1ccco1)C(C)C (stereo not given) | 7.7% | -28.3% | 0.4%
CN(C)S(=O)(=O)c1ccc2c(c1)Cc1cc(S(=O)(=O)N(C)C)ccc1-2 | . | -9.3% | 16.1%
COc1ccccc1N1CCN(CCn2c(=O)[nH]c3c([nH]c4ccccc43)c2=O)CC1 | 1.2%&1.2%&3.6% | -3.9%&5.7%&-5.4% | 4.9%&12.8%&0.3%
CCc1ccccc1NC(=O)c1cc(S(=O)(=O)N2CCCC2)cn1C | -1.3% | -9.5% | ?
COc1nc(Cc2ccc(Cl)cc2)nc2ccccc12 | -1.3% | ? | 2.9%
COc1ccc(OC)c(NC(=O)CCN2CCCC(C)C2)c1 (stereo not given) | 8.2% | -23.5% | 0.2%
O=c1ccc(-c2ccccc2)nn1Cc1c(F)cccc1Cl | 2.3% | ? | 18.4µM*
CC1Cc2ccccc2N1S(=O)(=O)c1cccc(C(=O)NCc2ccco2)c1 (stereo not given) | -0.2% | -25.8% | -13.5%
Cc1ccc(NC(=S)NC2CCSc3ccccc32)cc1 (stereo not given) | 3.8% | ? | ?
Cc1ccc(C2=NN(C(=O)c3ccccc3F)C(c3ccccc3F)C2)cc1 (stereo not given) | . | 20.6µM* | 20.6µM*
COc1ccc2c(c1)C(c1cccs1)=NNC(c1cccnc1)=N2 | -3.6% | -18.0% | -2.7%
CC(=O)Nc1ccc(OCCOc2ccc(/C=C3\C(=N)N4N=C(C)SC4=NC3=O)cc2)cc1 | . | -36.3% | -2.3%
Cc1nnc(NC(=O)c2cccc(Br)c2)s1 | 4.2% | ? | -3.2%
COc1ccc(Cc2nc3c4c(ncn3n2)Oc2ccc3ccccc3c2C4c2ccc(OC)c(OC)c2)cc1 (stereo not given) | 2.7% | -36.4% | -3.3%
O=c1cc2nc(-c3ccccc3)nc(SCCOc3ccc(Cl)cc3)n2[nH]1 | ? | ? | ?
O=C(Nc1ccc(OC(F)(F)F)cc1)c1nc2ccccc2nc1N1CCCCC1 | -0.5% | -15.4% | -25.0%
Cc1cc(C)cc(C(=O)N2CCN=C2c2ccccc2)c1 | 2.6% | ? | ?
Cc1cccc(C(=O)Oc2ccc(/C=N/NC(=O)c3cc(O)cc(O)c3)cc2)c1 | . | -19.6% | -19.8%
COCc1c(C(=O)NC2CCCCCC2)oc2ccccc12 | 0.0% | ? | ?
O=C(NCCc1ccc(Cl)cc1)c1cccc(NC2=NC3CS(=O)(=O)CC3S2)c1 (stereo not given) | . | 11.6% | -0.3%
CCOP(=O)(OCC)C(C)(C)NC(=O)c1cc([N+](=O)[O-])cc([N+](=O)[O-])c1 | 3.6% | -6.4% | -19.7%
N#Cc1sc(=O)[nH]c1Cl | 4.4% | -16.6% | 2.7%
CC(C)CCNC(=O)c1cc(-c2ccc(Br)s2)nc2ccccc12 | 0.9% | ? | 14.6µM*

A different layout for part of the listing above.
Order of values – TDP1 block | TDP1 cell noCPT | DT40 TDP1 CPT
> Cc1ccc(C2=NN(C(=O)c3ccccc3F)C(c3ccccc3F)C2)cc1 (stereo not given)
    . | 20.6µM* | 20.6µM*
> COc1ccc2c(c1)C(c1cccs1)=NNC(c1cccnc1)=N2
    -3.6% | -18.0% | -2.7%
> CC(=O)Nc1ccc(OCCOc2ccc(/C=C3\C(=N)N4N=C(C)SC4=NC3=O)cc2)cc1
    . | -36.3% | -2.3%
> Cc1nnc(NC(=O)c2cccc(Br)c2)s1
    4.2% | ? | -3.2%
> COc1ccc(Cc2nc3c4c(ncn3n2)Oc2ccc3ccccc3c2C4c2ccc(OC)c(OC)c2)cc1 (stereo not given)
    2.7% | -36.4% | -3.3%
> O=c1cc2nc(-c3ccccc3)nc(SCCOc3ccc(Cl)cc3)n2[nH]1
    ? | ? | ?

(next part)
SMILES | TDP1 block | TDP1 cell noCPT | DT40 TDP1 CPT
C=C1C(=O)[C@]23C[C@H]1CCC2[C@@]1(C)C(C[C@@H]3O)[C@](C)(C(=O)OC)CC[C@@H]1O (stereo not given in full) | . | 0.517µM* | 1.03µM*
CCCCNc1c(-c2ccc(OC)c(SC(C)CC)c2)nc2ccc(C)cn12 (stereo not given) | 5.0% | 18.4µM* | 18.4µM*
Cc1ccc(CN(C)C(=O)C2CCN(C(=O)Nc3ccccc3)CC2)o1 | -11.4% | -18.9% | 3.8%
Cc1nc(Nc2ccc3c(c2)OCO3)c2oc3ccccc3c2n1 | 4.0% | ? | ?
CC(C)CCn1c(CN(C)Cc2ccccc2)nc2c1c(=O)n(C)c(=O)n2C | 1.0% | 6.51µM* | 6.51µM*
COc1ccccc1NC(=O)COc1ccc2c(c1)OCO2 | 6.8%[56.1 µM] | -1.8% | -7.4%
CC(Nc1[nH]c(=O)n(C)c(=O)c1N=O)c1ccccc1 (stereo not given) | 6.2% | 6.7% | 1.9%
Cc1cc(NC(=O)C2CCCCC2)nc2c1c(=O)oc1ccccc12 | -3.0% | ? | ?
Oc1c(C(c2ccccc2)N2CCC3(CC2)OCCO3)sc2nc(-c3ccco3)nn12 (stereo not given) | 5.2% | -11.2% | -6.1%
COc1ccc(C(CNC(=O)C(CCSC)NC(=O)c2ccccc2OC)N2CCCCC2)cc1 (stereo not given) | 5.7% | ? | ?
COc1ccc(C(=O)NCc2nnc(SCC(=O)Nc3ccc(F)cc3)n2-c2ccccc2)cc1 | 3.5% | ? | ?
Cc1noc(C)c1NC(=O)N(C)C[C@@H]1Oc2ncc(Br)cc2C(=O)N([C@@H](C)CO)C[C@@H]1C | . | 39.2%[activator] | -0.6%
CC(Oc1cccc(Cl)c1)C(=O)Nc1cc(S(=O)(=O)N2CCOCC2)ccc1N1CCCCC1 (stereo not given) | -5.7% | 20.6µM* | ?
COc1ccc(Cc2nnc(Nc3ccc(C)cc3C)[nH]c2=O)cc1 | 2.0% | -22.7% | ?
Cc1ccn2nc(C(=O)OCC(=O)N(CC(C)C)C3CCS(=O)(=O)C3)nc2n1 (stereo not given) | 0.1% | 6.1% | -4.2%
Cc1nc2ccccc2c2c1CC(C)S2 (stereo not given) | 1.9% | -0.9% | -28.8%
CNCc1ccccc1Sc1ccc(OC)c(OC)c1 | 5.1% | ? | ?
CC(=O)OC(COc1ccccc1)Cn1cnc2cc(C)c(C)cc21 (stereo not given) | 2.5%&2.1% | ? | ?
CC1CN(C(=O)c2ccc(Br)c(S(=O)(=O)N3CCOCC3)c2)CC(C)O1 (stereo not given) | -0.2% | 0.1% | 1.6%
CCN(CC)c1cc(NC2CCCCC2)c2c3c(onc13)-c1ccccc1C2=O | 14.1% | 18.4µM* | ?
COc1ccc(CCNC(=O)Cn2nc(-c3ccc(Cl)cc3)ccc2=O)cc1OC | 7.8% | ? | ?
CC(C)NC(=O)C(C)n1cccc1C(=O)c1ccccc1 (stereo not given) | -4.1% | -3.9% | -3.7%
CCOC(=O)c1c(C)oc2c1cc(NS(=O)(=O)c1ccc(C)cc1)c1ccccc12 | 6.6%[12.3 µM] | 20.6µM* | ?
Cc1ccc(NC(=O)c2oc3ccc(S(=O)(=O)N(C)C4CCCCC4)cc3c2C)cc1Cl | 0.0% | ? | ?
CCOC(=O)CNC(=O)Nc1nnc(-c2ccc(OCC)cc2)o1 | . | 0.7% | -2.6%
Cc1ccc(F)c([C@H]2[C@@H]3C=CCC[C@@]3(C)C(=O)N2Cc2ccccc2)c1 | -2.4% | ? | ?
CC(=O)c1c[nH]c(C(=O)NCc2cccc(C(F)(F)F)c2)c1 | . | 24.3% | 11.3%
COc1cc2ccccc2cc1C(=O)NC1CCCC1 | -0.5% | ? | ?
Cc1cc(C)nc(NC(=O)CSc2nc3ccccc3s2)n1 | -3.3% | 5.3% | -15.6%
C=CCNc1ncnc2c1cnn2-c1ccc(Cl)cc1 | -2.6% | ? | ?
CCc1nnc(NC(=O)CSc2nnc(Cc3cc(=O)[nH]c(=O)[nH]3)n2-c2cccc(OC)c2)s1 | 3.5% | -1.5% | 7.6%
CCCNC(=O)C1(C)CCN(C(=O)c2ccc3sccc3c2)C1 (stereo not given) | . | -6.7% | -12.2%
CCOc1ccc2ccccc2c1C1NC(=O)N(C)C(C)=C1C(=O)OCCOC (stereo not given) | 4.1% | ? | -29.0%
C=CCNC(=O)N1C2=NC(C(=O)OC)=C(C(=O)OC)[C@@H]3N(Cc4ccccc4)c4ccccc4[C@]23C[C@H]1C(=O)OC | . | -17.7% | -6.5%
CSc1ncc(C(=O)N2CCN(c3ccc(Cl)cc3)CC2)c(C)n1 | 1.2% | ? | ?
Cc1ccc(C(=O)NCc2ccc(F)cc2)s1 | . | -18.4% | 9.6%
Cn1c(=O)c(-c2ccc(F)cc2)nc2cnc(Oc3ccccc3)nc21 | . | -7.6% | 2.0%
O=C(/C=C/c1cccc(Cl)c1)Nc1ccncc1 | 2.9% | ? | ?
COc1ccc(CN2CCCCCC2)cc1OC | . | -19.1% | -18.4%
COC(=O)c1ccc(NC(C)=O)o1 | -3.4% | -12.0% | -13.7%
CC1CCCN(Cc2nc3c(c(=O)n(C)c(=O)n3C)n2Cc2c(F)cccc2Cl)C1 (stereo not given) | -2.1% | 9.2µM* | 8.2µM*
Cc1cc(C)n2nc(SCC#N)nc2n1 | 0.0% | -5.2% | -8.8%
CCCCC(C)(C)[C@H](O)/C=C/[C@H]1[C@H](O)CC(=O)[C@@H]1C/C=C\CCCC(=O)O | 3.7%&3.7% | -10.4%[4.12 µM] | -3.9%[4.12 µM]
O=S(=O)(Nc1cccc2ncccc12)c1cccc(C(F)(F)F)c1 | 1.6%[56.1 µM] | 9.2µM* | ?
CC1(C)NC(=O)N(CCCCOc2cccc(C(F)(F)F)c2)C1=O | 1.0% | ? | ?
O=C(CN1CCN(c2ccc(F)cc2)CC1)c1ccc2c(c1)OCO2 | 3.9% | -16.0% | -20.0%

Assay outcomes: PubChem BioAssay, National Center for Advancing Translational Sciences (NCATS)
